LmPK inhibitor = inhibitors of Leishmania mexicana pyruvate kinase; Q27686; purified LmPK, Kinase-Glo ATP luminescence, 1 h; Potency, µM (highest dose often 57.5 µM), inactives show top-dose activity change, negative = inhibition, usual class: inhibitors; 290,000 tested, 0.37% active; AID 1721; also: potency is read from the fitted curve at half-maximal effect; % is scaled to controls: 0 for no effect and ±100 for the full control effect
Target sequence (Q27686 whole entry, looked up): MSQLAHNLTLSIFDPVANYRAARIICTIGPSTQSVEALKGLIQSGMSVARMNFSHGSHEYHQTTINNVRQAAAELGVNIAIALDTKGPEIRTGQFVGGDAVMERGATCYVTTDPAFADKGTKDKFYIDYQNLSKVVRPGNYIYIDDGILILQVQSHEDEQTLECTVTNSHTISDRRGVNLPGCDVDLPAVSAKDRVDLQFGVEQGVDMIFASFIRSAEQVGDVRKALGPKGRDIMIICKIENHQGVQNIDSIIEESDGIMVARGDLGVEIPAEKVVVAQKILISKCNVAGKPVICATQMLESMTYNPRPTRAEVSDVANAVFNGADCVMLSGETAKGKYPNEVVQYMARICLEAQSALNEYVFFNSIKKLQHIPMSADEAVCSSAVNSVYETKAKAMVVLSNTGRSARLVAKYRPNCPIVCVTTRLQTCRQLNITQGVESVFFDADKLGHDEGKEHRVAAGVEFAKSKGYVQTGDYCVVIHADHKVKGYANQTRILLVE
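In 50 mM imidazole pH 7.2 with 7 mM MgCl2, LmPK (0.1 nM) turned over PEP (0.5 mM) and ADP (0.1 mM) for 1 h at room temperature. Luciferase read-out of ATP.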
Pf growth 48h = inhibits P. falciparum growth in the first generation, 48 h. P. falciparum luciferase growth in erythrocytes, 48 h. Potency, µM (top dose mostly 28.7 µM), for the others: at the highest dose activity change, negative = inhibition, hits mostly inhibitors. 310,000 tested, 5.9% active. AID 504832; also: potency is read from the fitted curve at half-maximal effect; % is scaled to controls: 0 for no effect and ±100 for the full control effect
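A one-generation exposure of luciferase-tagged malaria parasites in RPMI 1640/Albumax erythrocyte culture, 37 C and 5% CO2. Inhibition is inferred from decreased luminescence after adding detection reagent.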
Pf growth 96h = inhibits malaria parasite growth, 96 h | P. falciparum luciferase reporter growth, 96 h | Potency, µM (highest dose often 28.7 µM), for inactives: at the highest dose activity change, negative = inhibition, usual class: inhibitors | 320,000 tested, 6.9% active | AID 504834; also: potency is read from the fitted curve at half-maximal effect; % is scaled to controls: 0 for no effect and ±100 for the full control effect
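Compounds incubated with erythrocytes infected by luciferase-expressing P. falciparum (2% hematocrit, 0.05% parasitemia final) for 96 hours, 37 C in 5% CO2. Growth inhibition scored as decreased luciferase luminescence.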
AMA1 RON2 block = inhibitors of Plasmodium falciparum AMA1-RON2 interaction; AlphaScreen AMA1-biotinylated RON2 peptide binding; Potency, µM (highest dose often 58.2 µM), for inactives: top-dose activity change, negative = inhibition, most hits filed as inhibitors; 360,000 tested, 0.2% active; AID 720542;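 also: potency is read from the fitted curve at half-maximal effect; 0% = vehicle wells and -100% = peptide control; nearly all actives have a fitted effect of over 45% in size; some results filed as inactive show a strong effect at the top dose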
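AMA1 (3D7) with his tag at 25 nM final met compounds first, then biotinylated RON2 peptide at 25 nM; detection used donor plus acceptor beads, 10 µg/mL apiece, read by AlphaScreen after 30 min at room temperature.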
CHX counter = affects cycloheximide protein synthesis inhibition readout, counter-screen. cell reporter, cycloheximide protein synthesis inhibition counterscreen. 300,000 tested, 12% active. max response, %; in the data active = max response mostly above about 13%, no sharp cut-off; inactive = mostly below about 14%; also: read at 38.3 µM for the half of the compounds with a filed dose; 0% is about no effect
Shiga inhibitor = Shiga toxin inhibition; Vero cells, Shiga toxin protein synthesis inhibition reporter; inhibition, % at 38.7 µM; 290,000 tested, 9.2% active; in the data active = inhibition mostly above about 28%, no sharp cut-off; inactive = mostly below about 43%; also: 0% is about no effect
TbPYK inhibitor = inhibitors of Trypanosoma brucei pyruvate kinase | Potency, µM (series often up to 76.8 µM), for inactives: top-dose activity, negative = inhibition, actives largely listed as inhibitors | TbPYK enzyme, Kinase-Glo Plus ATP luminescence, 45 min | 410,000 tested, 0.12% active | Q57TT1 | AID 624173; also: potency is read from the fitted curve at half-maximal effect; % is scaled to controls: 0 for no effect and ±100 for the full control effect; nearly all actives have a fitted effect of over 50% in size
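TbPYK + substrate in 50 mM TEA pH 7.2, 100 mM KCl, 10 mM MgCl2, 0.05% BSA, 0.01% Tween-20; cpd pinned; ADP 130 uM final; 45 min RT; Kinase-Glo Plus 10 min; luminescence endpoint.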
Numbers without * were called inactive; ? = inconclusive; nt = not tested or not shown; [ ] = remark or other dose. Unless noted, calls follow the shape of the dose curve; as a rule, active = well fitted curve in the direction sought with a large enough effect; inconclusive = small, poorly fitted or top-dose-only effect, or another doubt; inactive = no such curve, though single readings can be large; an effect the other way counts as inactive or inconclusive.

Values run as follows: LmPK inhibitor	Shiga inhibitor	Pf growth 96h	CHX counter	AMA1 RON2 block	TbPYK inhibitor	Pf growth 48h
1) CCOC(=O)c1sc(=S)n(-c2ccccc2OC)c1N
    -4.9%	-7.6	6.57µM*	0.5	-10.0%	?	-14.2%
2) O=C(NCc1ccccn1)C1CCN(S(=O)(=O)c2ccccc2C(F)(F)F)CC1
    nt	nt	?	nt	6.8%	5.1%	13.2%
3) O=C(NNC(=S)NCc1ccccc1)c1ccc(OC(F)F)cc1
    0.9%	10.3	14.4%	0.9	22.9%	-4.2%	6.8%
4) COC(=O)[C@]1(Cc2ccccc2)N[C@H](c2ccc(-c3ccc(OC)cc3)cc2)[C@@H]2C(=O)N(C)C(=O)[C@@H]21
    nt	nt	?	nt	0.4%	-0.9%	?
5) COc1cc(N(C)C)c([N+](=O)[O-])cc1C(=O)N1CCN(Cc2ccccc2)CC1
    3.8%[11.5 µM]	-13.8	1.4%	-2.3	24.9%	0.9%	-2.0%
6) O=C(O)C1CC(=O)N(c2ccc(OCc3c(F)cccc3Cl)cc2)C1 (configuration not stated)
    -1.8%	10.2	36.1%[activator]	-2.7	0.6%	-1.7%	3.7%
7) Cc1nnc(NC(=O)c2ccccc2Br)s1
    -3.9%	91.7	58.2%[activator]	23.7*	-6.3%	0.7%	65.4%[activator]
8) CCCCc1cc(=O)oc2cc(OCC(=O)Nc3ccccn3)ccc12
    -17.8%	97.8*	45.1%[activator]	40.2*	-4.4%	-2.4%	81.2%[activator]
9) Cc1nc2ccccn2c1/C(O)=C1\C(=O)C(=O)N(CCCn2ccnc2)C1c1ccncc1 (configuration not stated)
    -3.0%	-16.3	2.3%	-1.0	-0.3%	-4.2%	3.9%
10) COC(=O)c1ccccc1NC(=O)Nc1ncccc1C
    -2.7%	-14.1	20.1%	-3.3	-4.0%	1.9%	15.0%
11) Cc1c(NC(=O)C(C)OC(=O)c2cccnc2)c(=O)n(-c2ccccc2)n1C (configuration not stated)
    1.7%	2.2	-11.3%	3.9	0.0%	-1.2%	5.1%
12) Cc1ccc(OCCN2C(=O)NC3(CCc4ccccc4C3)C2=O)cc1 (configuration not stated)
    1.6%	-10.5	1.7%	-2.6	5.5%	1.0%	-6.9%
13) COC(=O)c1cnc(Oc2ccc(NC(=O)NC(=O)c3c(F)cccc3F)cc2)cc1C(F)(F)F
    -1.1%	-14.3	31.4%[activator]	-1.0	-3.7%	-0.4%	-8.3%
14) CC1CCC(NS(=O)(=O)c2ccc(Cl)s2)CC1 (configuration not stated)
    nt	nt	25.1%	nt	12.7%	-7.8%	?
15) COC(=O)c1cc(NC(=O)c2cc(-c3ccc(OC)cc3)oc2C(F)(F)F)ccc1N1CCOCC1
    4.9%	15.9	9.28µM*	-1.5	-11.9%	-5.3%	8.28µM*
16) C#CCNc1cc(-c2ccccc2)nc2ncnn12
    -14.1%	-18.6	4.1%	-2.1	-6.8%	5.2%	9.7%
17) O=C(NCCC(=O)N(Cc1ccco1)Cc1cccs1)c1ccccc1Cl
    nt	nt	?	nt	-7.5%	0.0%	?
18) CN(C)C(=O)c1c(NC(=O)c2ccccc2)sc2c1CCC2
    -6.6%	2.2	364.4%[activator]	2.1	0.4%	-3.3%	-0.4%
19) COc1ccccc1/C=C/C(=O)NCC(=O)N1CCC(N(C)C2CCCC2)CC1
    -2.6%	15.7	-26.4%	7.3	-13.7%	-3.3%	57.8%
20) CN(C)c1ccc(NC(=O)CSc2nnc(C3CCCCC3)n2N)cc1
    7.7%	30.8*	3.0%	23.9*	-2.8%	-19.9%	23.2%
21) CN(Cc1ccon1)C(=O)C1CCC(=O)N(Cc2ccc(Cl)cc2)C1 (configuration not stated)
    1.1%	-4.2	2.0%	-1.8	5.0%	0.9%	-4.2%
22) CCN(CC)CCN(C(=O)c1cccc([N+](=O)[O-])c1)c1nc2ccc(OC)cc2s1
    4.4%[11.5 µM]	18.0	30.2%[activator]	-8.2	7.4%	-1.2%	-2.0%
23) Cc1c(NC(=O)COc2ccccc2Cl)c(=O)n(-c2ccccc2)n1C
    nt	nt	30.1%[activator]	nt	-5.6%	1.6%	3.8%
24) COC(=O)c1ccc(C(=O)OC)c(NC(=S)N2CC(C)CC(C)C2)c1 (configuration not stated)
    0.6%	-9.7	?	-4.8	-7.0%	0.3%	?
25) CCc1nnc(NC(=O)CN2CCN(c3ccccc3F)CC2)s1
    1.4%	-5.7	nt	-1.8	70.8%[activator]	0.3%	27.9%
26) Cc1cccc(NC(=O)N2CCC(NC(=O)c3ccco3)CC2)c1
    0.7%	9.7	20.2%	13.0	-20.6%	-7.6%	28.2%
27) Nc1ccc(N2CCN(C(=O)c3cccs3)CC2)cc1
    -4.4%	-20.5	?	-4.3	?	-26.3%	?
28) NNC(=O)c1ccc(COc2ccc([N+](=O)[O-])cc2)o1
    -0.6%	34.5	56.7%[activator]	9.1	5.7%	-1.5%	79.3%[activator]
29) CCCCOc1ccc(CSC(CC(=O)O)C(=O)O)cc1 (configuration not stated)
    4.4%	1.1	0.0%	-1.9	-0.6%	1.5%	-20.6%
30) O=C(NCC(=O)N1CCCC1)c1ccc(Br)cc1
    5.2%	82.6	53.1%[activator]	9.9	-6.4%	4.2%	19.7%
31) COC(=O)C1=C(C(=O)OC)[C@@H]2N(C)c3ccccc3[C@@]23C[C@@H](C(=O)OC)N(C(=O)c2ccc(Br)cc2)C3=N1
    -0.7%[11.5 µM]	-4.8	69.4%[activator]	-7.1	-18.9%	0.9%	20.9%
32) Cc1c(CC(=O)NC(C)C)c(=O)oc2cc3c(cc12)CCC(C)(C)O3
    -5.3%	53.9*	56.4%[activator]	35.4*	-8.3%	-4.2%	11.5%
33) CCOC(=O)c1[nH]c(C)c(/C(O)=C2\C(=O)C(=O)N(CCCn3ccnc3)C2c2ccncc2)c1C (configuration not stated)
    3.8%	-12.5	0.2%	-3.1	-5.6%	-1.1%	-3.2%
34) CC(=O)c1cc(CC(=O)N2CCc3c([nH]c4ccccc34)C2c2ccccn2)cs1 (configuration not stated)
    -2.2%	18.1	?	1.0	13.2%	-2.6%	?
35) COc1ccc(-c2nn(C)c(=O)c3ccccc23)cc1CNC(=O)NC1CCCCC1
    4.2%	13.6	-11.3%	0.9	nt	nt	-27.8%
36) COC(=O)c1cccc(N2C(=O)C3CC=CCC3C2=O)c1 (configuration not stated)
    6.9%	-2.8	18.8%	-1.7	4.4%	-0.7%	-8.5%
37) COc1ccc(C2=C(Nc3ccc(C)cc3)c3ccccc3C2=O)cc1
    -3.9%	-13.2	-15.1%	0.7	-29.7%	1.6%	0.828µM*
38) CCCCc1ccccc1NC(=S)NC1CCCC1
    1.1%	-7.8	?	1.1	40.1%[activator]	-5.6%	9.28µM*
39) CCOC(=O)N1CCC(N2CCCC(C(=O)c3ccccc3OC)C2)CC1 (configuration not stated)
    0.6%	-7.8	?	-1.8	-1.2%	-2.4%	-23.7%
40) CCCCOc1ccc(S(=O)(=O)N2CCCCCC2)cc1
    2.2%	31.9	11.7µM*	5.8	39.9%[activator]	-3.2%	-13.4%

Reprinted at random: 2 compounds from above
Values run as follows: LmPK inhibitor	Shiga inhibitor	Pf growth 96h	CHX counter	AMA1 RON2 block	TbPYK inhibitor	Pf growth 48h
27) Nc1ccc(N2CCN(C(=O)c3cccs3)CC2)cc1
    -4.4%	-20.5	?	-4.3	?	-26.3%	?
23) Cc1c(NC(=O)COc2ccccc2Cl)c(=O)n(-c2ccccc2)n1C
    nt	nt	30.1%[activator]	nt	-5.6%	1.6%	3.8%

Additional entries:
Values run as follows: LmPK inhibitor	Shiga inhibitor	Pf growth 96h	CHX counter	AMA1 RON2 block	TbPYK inhibitor	Pf growth 48h
41) COc1cccc(C(=O)NC2CCN(CC(=O)Nc3cccc(C)c3C)CC2)c1
    2.1%	-3.7	?	0.6	-0.2%	0.2%	4.8%
42) COc1cccc2cc(C(=O)NCc3ccccc3)c(=N)oc12
    2.8%	5.6	0.0%	3.7	-5.4%	-3.9%	-4.8%
43) O=C(Cc1ccccc1)NNC1=NS(=O)(=O)c2ccccc21
    4.1%	-8.8	21.3%	-4.3	-6.0%	2.9%	32.1%[activator]
44) COCCN(CCOC)Cc1c(O)ccc2c3c(c(=O)oc12)CCC3
    1.6%	6.7	?	8.3	12.8%	-6.7%	25.3%
45) COc1cccc(NC(=O)c2cc(Cl)nnc2Cl)c1
    2.2%	-7.3	?	-2.7	14.5%	6.0%	3.7µM*
46) Brc1ccc(/C=N/Nc2nc3ccccc3o2)cc1
    2.7%	57.3*	?	41.5*	41.7%[activator]	1.5%	75.6%[activator]
47) CCC(=O)c1ccc(OCC(=O)NCC2COc3ccccc3O2)cc1 (configuration not stated)
    nt	nt	?	nt	17.7%	1.9%	-10.2%
48) Nc1nonc1-n1nnc(C(=O)N/N=C/c2ccncc2)c1CSc1ccc(Cl)cc1
    2.1%	-3.4	41.3%[activator]	5.4	27.8%	-0.9%	-0.1%
49) O=C(CN1CCN(Cc2ccccc2)CC1)Nc1ccc(F)c(F)c1
    -10.0%	14.5	?	2.0	?	4.7%	-8.1%
50) O=C(Nc1cc(Cl)ccc1Oc1ccccc1)C1=COCCO1
    nt	nt	?	nt	-19.2%	-19.9%	?
51) O=C(N/C(=C/c1ccc([N+](=O)[O-])cc1)C(=O)N1CCCC1)c1ccccc1
    -6.0%	2.3	-27.9%	-3.2	8.1%	0.0%	11.3%
52) CCOP(=O)(OCC)C1NC(=O)N(c2ccccc2)C1=O (configuration not stated)
    -0.7%	-4.3	?	-6.3	0.7%	-4.5%	2.2%
53) COc1cc(/C=N/NC(=O)CSCc2ccc([N+](=O)[O-])cc2)cc(OC)c1OC
    -3.4%	28.8	42.4%[activator]	4.1	2.8%	3.0%	14.5%
54) CCNC(=S)Nn1cnc2ccccc21
    -0.4%	8.5	45.9%[activator]	8.3	-2.5%	-3.0%	156.2%[activator]
55) CC(C)NC(=O)c1nc2ccccc2s1
    -5.8%	30.5*	2.1%	23.7*	-10.2%	-25.9%	47.6%[activator]
56) O=C(NCc1cnn(-c2ccccc2)c1)C1CCC(=O)N(C2CC2)C1 (configuration not stated)
    -1.2%	-11.9	5.22µM*	-1.9	-11.0%	-1.1%	11.1%
57) CCOC(=O)C1=C(CC)OC(N)=C(C#N)C1c1ccsc1 (configuration not stated)
    4.0%	-8.0	13.1µM*	3.4	-1.8%	-6.0%	-6.7%
58) CC(=O)c1ccc(NC(=O)CSC2=NS(=O)(=O)c3cc(Cl)ccc3N2)cc1
    nt	nt	49.4%[activator]	nt	-13.9%	1.7%	0.9%
59) O=C(Cn1ncc2c3ccccc3n(Cc3ccccc3)c2c1=O)NC1CCCC1
    0.6%	2.8	1.5%	0.8	-4.1%	-8.7%	-19.6%
60) Cc1c(OCC(=O)NCCCN2CCCC2=O)ccc2c3c(c(=O)oc12)CCCC3
    -8.5%	-3.6	18.5µM*	0.3	4.2%	-12.4%	?
61) Cc1ccc(NC2=C(Cl)C(=O)OC2OC(=O)c2ccc(C)cc2)cc1 (configuration not stated)
    0.0%	18.1	7.8%	7.1	-18.3%	-1.5%	12.3%
62) c1ccc(CCNc2ccccc2)cc1
    -1.4%	31.0	24.8%	20.7*	nt	nt	4.1%

Screening results: PubChem BioAssay, National Center for Advancing Translational Sciences (NCATS)
